# TROY NFkB inh – blocks TROY-dependent signaling in reporter cells; Q293 LMP1-TROYcd NF-kB luciferase reporter, 4 h; inhibition, % at 10 µM; hit rate 0.98% among 360,000; AID 1347056;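 active = compounds whose plate-normalised and pattern-corrected inhibition of the luciferase reporter signal at the single screening dose is 50% or more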
# EBV LMP1 NFkB – reduces LMP1-driven NF-kappaB luciferase signal | inhibition, % at 12.5 µM | hit rate 0.69% among 350,000 | LMP1-induced NF-kappaB luciferase reporter cells, luminescence | AID 504558; in the data active = inhibition above about 41%;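 also: 0% = neutral control wells and 100% = reference inhibitor control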
# TRAIL sens C8 – sensitizes caspase-8 expressing cells to TRAIL; hit rate 1% among 360,000; inhibition (viability loss, TRAIL sensitization), % at 10 µM; AID 624354; NB7+C8 cells + TRAIL, ATPlite viability luminescence;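 active = compounds causing at least 50% loss of cell viability in the single-dose screen, relative to plate controls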
# TWEAK Fn14 block – TWEAK-Fn14 signaling inhibition. TWEAK-stimulated Fn14 reporter cells, luciferase luminescence, 8 h. inhibition, % at 10 µM. hit rate 2% among 360,000; in the data active = inhibition above about 50%
# COUP-TFII inh – blocks human COUP-TFII nuclear receptor; P24468; HEK293T NGFI-A luciferase reporter, luminescence; inhibition, % at 8.6 µM; hit rate 0.7% among 370,000;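 active = inhibition above a per-plate cutoff, mean inhibition of test wells between control levels plus 3 SD, cut at about 38% in these data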;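 also: cells cotransfected with COUP-TFII expression vector driving the NGFI-A reporter; 0% = median of COUP-TF2 test wells and 100% = reporter-only cells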
# TLR9-MyD88 block – blocks human TLR9 binding to MyD88 | AID 504734 | hit rate 0.21% among 340,000 | CHO BLA complementation TLR9-MyD88, CCF4 FRET ratio | Q9NR96+Q99836 | inhibition, % at 4.98 µM;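 active = inhibition above the mean over all tested compounds plus 3 SD, cut at about 21% in these data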;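 also: 0% = DMSO only wells and 100% = clavulanate BLA inhibitor control wells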
# NCOA1 inh – inhibitors of human steroid receptor coactivator 1 (SRC1); Q15788; HEK293 GAL4-SRC1 luciferase reporter, luminescence; inhibition, % at 3.6 µM; hit rate 0.12% among 360,000;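 active = inhibition above the campaign mean plus 3 SD, with each screening campaign given its own cutoff, cut at about 60% in these data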;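 also: 0% = DMSO treated cells and 100% = gossypol at 36 µM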
# NR5A2 inv ag – suppresses constitutive activity of human LRH-1; HEK293T StAR-luciferase reporter, LRH-1 transfected, 24 h; hit rate 0.13% among 360,000; O00482; inhibition, % at 3.6 µM; AID 602396;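 active = inhibition above the mean inhibition of all tested compounds plus 3 SD, cut at about 73% in these data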;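 also: 0% = DMSO wells and 100% = reporter-only cells lacking LRH-1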
# Target sequence (O00482 whole entry, looked up): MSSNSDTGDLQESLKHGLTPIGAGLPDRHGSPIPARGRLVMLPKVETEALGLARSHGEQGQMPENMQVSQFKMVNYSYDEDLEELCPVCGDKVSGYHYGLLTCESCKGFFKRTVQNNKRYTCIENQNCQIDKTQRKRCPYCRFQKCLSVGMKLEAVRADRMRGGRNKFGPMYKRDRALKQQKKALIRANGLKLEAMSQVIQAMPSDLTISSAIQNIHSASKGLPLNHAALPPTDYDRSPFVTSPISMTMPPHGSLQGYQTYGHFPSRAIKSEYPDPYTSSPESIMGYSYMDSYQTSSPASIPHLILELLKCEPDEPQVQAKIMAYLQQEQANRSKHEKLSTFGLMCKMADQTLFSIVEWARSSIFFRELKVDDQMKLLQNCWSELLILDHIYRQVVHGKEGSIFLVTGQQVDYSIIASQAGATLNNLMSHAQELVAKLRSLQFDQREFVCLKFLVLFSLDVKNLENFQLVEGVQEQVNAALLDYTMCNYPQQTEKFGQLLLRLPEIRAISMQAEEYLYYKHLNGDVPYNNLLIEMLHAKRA
# NCOA2 inhibitor – human SRC2 (NCOA2) inhibition | hit rate 0.17% among 370,000 | HEK293 GAL4-SRC2 luciferase reporter, luminescence | Q15596 | inhibition, % at 9 µM;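 active = inhibition above the mean inhibition of all tested compounds plus 3 SD, set per campaign, cut at about 52% in these data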;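 also: 0% = DMSO treated cells and 100% = cells given Gossypol at 36 µM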
# SRC3 inh – inhibits human SRC3 coactivator. Q9Y6Q9. HEK293 GAL4-SRC3 luciferase reporter, luminescence. inhibition, % at 3.6 µM. hit rate 0.17% among 360,000. AID 588352;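 active = inhibition above a per-campaign cutoff, the mean of all compounds plus 3 SD, cut at about 60% in these data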;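 also: 0% = DMSO-treated cells and 100% = gossypol-treated cells at 36 µM; higher means less SRC3-driven luciferase light from the GAL4 reporter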
# NOD2 RIPK2 PPI – NOD2-RIPK2 protein interaction inhibition | O43353 | CHO BLA complementation NOD2-RIPK2, CCF4 ratio | inhibition, % at 4.98 µM | hit rate 0.38% among 360,000 | AID 624267; in the data active = inhibition above about 21%;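 also: 0% = vehicle only and 100% = reference blocker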
# Target sequence (O43353 whole entry, looked up): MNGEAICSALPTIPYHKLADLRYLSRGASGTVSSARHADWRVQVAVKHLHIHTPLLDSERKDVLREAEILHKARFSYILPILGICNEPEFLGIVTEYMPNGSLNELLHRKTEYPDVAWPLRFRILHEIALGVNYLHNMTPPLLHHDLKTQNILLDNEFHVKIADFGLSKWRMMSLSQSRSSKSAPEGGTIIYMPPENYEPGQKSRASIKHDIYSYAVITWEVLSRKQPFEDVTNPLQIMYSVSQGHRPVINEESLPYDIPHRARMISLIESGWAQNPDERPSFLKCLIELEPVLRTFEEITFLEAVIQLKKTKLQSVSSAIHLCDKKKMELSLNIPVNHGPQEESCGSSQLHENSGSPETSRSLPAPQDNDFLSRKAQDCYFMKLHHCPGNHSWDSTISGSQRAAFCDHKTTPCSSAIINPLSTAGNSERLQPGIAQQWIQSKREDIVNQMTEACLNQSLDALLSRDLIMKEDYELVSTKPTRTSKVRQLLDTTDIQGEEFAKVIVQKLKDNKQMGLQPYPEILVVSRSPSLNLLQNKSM
# The depositor's hits bear a star; nt = no result given. The list is partial (hit frequency here may not be typical).
SMILES,TROY NFkB inh,EBV LMP1 NFkB,TRAIL sens C8,TWEAK Fn14 block,COUP-TFII inh,TLR9-MyD88 block,NCOA1 inh,NR5A2 inv ag,NCOA2 inhibitor,SRC3 inh,NOD2 RIPK2 PPI
CCOC(=O)c1[nH]c2ccc(OC)cc2c1NC(=O)N1CCOCC1,16,7,-4,0,4,3,-18,-4,8,5,-4
O=C(CCN1C(=O)/C(=C/C=C/c2ccccc2)SC1=S)Nc1nc2ccccc2s1,-24,2,3,39,8,5,-4,-16,14,-7,-9
CN(C)C(=O)CN1CCN(C(=O)CCl)CC1,10,-5,-5,7,-18,-3,-9,38,-5,-2,1
O=C(c1ccc(CS(=O)c2ccccc2Cl)o1)N1CCN(c2ccccn2)CC1 (stereo unspecified),4,6,21,-4,6,3,-21,-7,-36,-5,-1
COc1ccc(NC(=O)CN(C)C(=O)c2ccc(NC3CC3)c([N+](=O)[O-])c2)cc1,-16,-4,-5,-10,-10,4,10,23,1,-9,0
COc1ccccc1CNC(=O)CCCOc1cc(=O)n(C)c2ccccc12,-8,-6,2,14,-32,-7,-15,12,-28,-9,-8
CCOC1=C2CN(S(=O)(=O)c3ccc(C)cc3)C(c3ccc(C)cc3)CC2N(S(=O)(=O)c2ccc(C)cc2)C(c2ccccc2)C1 (stereo unspecified),nt,nt,7,nt,12,nt,nt,16,0,nt,-15
CC(C)(C)c1ccc(S(=O)(=O)N2CC(=O)Nc3ccccc32)cc1,-1,5,-17,-8,-11,2,-13,5,2,15,-9
COCCNC(=O)CSc1nnc2c(Cl)cc(Cl)cn12,1,8,-6,5,8,-24,-5,12,-13,-28,-13
CC(NS(=O)(=O)c1cccc(C(=O)O)c1)C12CC3CC(CC(C3)C1)C2 (stereo unspecified),2,6,3,13,-4,1,-5,-5,21,-18,-8
COC(=O)c1cc(Cl)c(NS(=O)(=O)c2ccccc2)cc1OC,12,16,3,5,9,9,-10,-17,-18,-1,10
COc1cccc(-c2ccc(NC(=O)C3CCCN(Cc4nccn4C)C3)cc2)c1 (stereo unspecified),-29,-25,-1,8,-3,-11,-19,-25,-8,-28,-8
CCN(CC)CCn1nc(C)nc1-c1ccccc1O,-8,-8,1,-2,-12,7,2,-5,17,-8,2
Cc1ccc(S(=O)(=O)N2CCN(C(=O)c3ccco3)CC2)cc1C,15,-5,3,-11,6,0,16,3,0,12,1
O=C(N/N=C/c1cc2c(cc1Br)OCO2)c1cccnc1,2,-2,5,0,-1,-12,-26,-5,-26,5,-9
CCN(CC)C(=O)CSc1nc2cc3c(cc2c(=O)n1Cc1ccc2c(c1)OCO2)OCO3,14,14,-3,26,-8,2,-89,4,3,-13,2
COc1ccccc1-n1cnnc1SCC(=O)Nc1ccccc1,-5,-5,9,-5,-13,-1,-22,-6,-21,-13,-4
COc1ccc(N2CCN(C(=O)CCCCCn3c(=S)[nH]c4ccc(N5CCOCC5)cc4c3=O)CC2)cc1,-8,14,15,1,42*,-2,-3,3,37,9,-15
CC(C)c1ccc(NC(=O)COC(=O)c2ccc(CN3CCCC3=O)cc2)cc1,-24,-7,-3,4,-13,6,-27,1,1,-36,-6
O=C1C=C(c2cccc(O)c2)C[C@@H](c2ccc(F)cc2)C1,7,3,5,-2,0,-1,11,6,4,0,6

# The last 2 compounds of the part before open the next one:
SMILES,TROY NFkB inh,EBV LMP1 NFkB,TRAIL sens C8,TWEAK Fn14 block,COUP-TFII inh,TLR9-MyD88 block,NCOA1 inh,NR5A2 inv ag,NCOA2 inhibitor,SRC3 inh,NOD2 RIPK2 PPI
CC(C)c1ccc(NC(=O)COC(=O)c2ccc(CN3CCCC3=O)cc2)cc1,-24,-7,-3,4,-13,6,-27,1,1,-36,-6
O=C1C=C(c2cccc(O)c2)C[C@@H](c2ccc(F)cc2)C1,7,3,5,-2,0,-1,11,6,4,0,6
COc1ccc(CN2[C@@H](CC(=O)O)c3cc(F)ccc3S2(=O)=O)cc1,-4,0,-6,15,20,3,-1,-5,-7,-3,8
CC(C)NC(=O)C1(C)CCN1C(=O)c1cccc(Cl)c1 (stereo unspecified),9,nt,-4,7,4,nt,-5,13,-10,0,-16
Clc1ccc(OCc2cn3ccccc3n2)c2ncccc12,-83,-31,6,-30,-52,0,-80,-98,-81,-52,2
O=[N+]([O-])c1cc(C(F)(F)F)ccc1Cl,-1,2,1,1,2,1,-13,14,-20,25,-4
CC(C)(C)C(=O)Nc1ccc(-c2cn3cccnc3n2)cc1,-20,5,44,-30,-41,-9,-64,-115,-76,-107,-2
Cc1ccc(NC(=O)COC(=O)c2c(-c3ccccc3)noc2C)cc1,12,6,-5,3,-8,-10,6,5,4,5,-10
Cc1ccc(CNc2ccc3c(c2)nc(C)n3C)cc1,42,20,11,48,-56,-5,-131,-124,-33,-83,6
Cn1ccc2cc(-c3ccc4ncnc(NCc5cccs5)c4c3)ccc21,12,10,5,55*,2,-2,-10,20,0,-21,-6
CCN(CC(=O)Nc1c(F)cccc1F)C(=O)c1cc(C)nc2ccccc12,15,3,5,-5,10,-5,0,6,4,-1,-4
COc1ccccc1/C=N/NC(=O)c1ccc(Br)cc1,-33,3,-6,2,3,-8,-14,7,6,13,-4
Cc1ccccc1-c1nc(-c2ccccn2)no1,81*,61*,87*,97*,21,-6,-40,-41,25,-14,4
Cc1cccc(OCCC(=O)NCC(c2ccco2)N2CCCCC2)c1 (stereo unspecified),2,-2,1,-1,4,-3,0,6,0,21,-12
C=CCN(CC(=O)NC1CC1)S(=O)(=O)c1cccc(C(F)(F)F)c1,-1,-3,-5,11,-3,-12,1,-27,11,-32,-2
Nc1ccccc1SCc1cc([N+](=O)[O-])cc2c1OCOC2,-9,-2,3,-11,-3,4,-15,-10,-5,-11,-7
COc1cc2c(cc1OC)C(c1cc3ccccc3oc1=O)=NC(C)(C)C2,1,6,7,-5,-17,0,3,6,-5,0,2
Cc1ccc(S(=O)(=O)Nc2ccc3c(c2)nc(CCN2CCN(c4ccccn4)CC2)n3C)cc1,12,3,4,17,5,10,-14,15,-7,4,-3
CCOC(=O)N1CCN(c2nc(=S)n(-c3ccccc3)c(C)c2C(C)=O)CC1,0,7,-13,10,1,-3,-14,15,-4,19,3
Cc1nn(CC2CC2)c(=O)n1-c1ccc(F)cc1,1,3,0,-2,9,11,-12,1,4,14,-2
Cc1ccc2cccc(OCC(=O)N(C)CC(=O)Nc3ccc(F)cc3)c2n1,3,6,-1,-22,6,-1,2,32,15,8,-12
CC(C)Cc1nc(SCC(=O)NCc2ccccc2)n[nH]1,2,-5,-17,4,-18,12,-7,21,-2,6,1
CCOC(=O)c1ccc(CNC(=O)c2cc(C(C)(C)C)oc2C)o1,-5,-14,0,-13,1,6,1,1,-5,-23,3
COC(=O)c1ccc(COc2ccc(C=O)cc2OC)o1,-13,0,-8,-10,-14,-4,-2,14,-32,4,-8
C/C(CC(=O)Nc1cccc(C(F)(F)F)c1)=N\NC(=O)c1ccncc1,18,-5,4,25,-16,1,4,5,-4,-16,-15
COc1cccc(Cn2c(N)c(C#N)c3nc4ccccc4nc32)c1OC,65*,7,-4,18,5,-14,-2,6,1,6,-6
COc1ccc(C(=O)N/N=C/c2ccc(OC)c(CN3CCCc4ccccc43)c2)cc1,-13,-2,-5,58*,-1,4,-18,-8,-2,3,-8
CCOC(=O)c1ccc(NC(=S)N2CCSC2c2ccc(Cl)cc2)cc1 (stereo unspecified),9,-3,-5,20,3,3,-60,-27,-4,11,1
COc1ccc(N2CCN(C(=O)Cc3ccc(Cl)cc3)CC2)cc1,-3,-3,8,25,1,4,-17,-1,-9,-4,-7
COCCCNC(=O)CNC(=S)N(Cc1ccccc1F)C1CCCCC1,-3,-3,-5,-1,5,-6,3,5,-8,8,1
CCc1noc(C)c1C(=O)N1CCCSC1=Nc1ccccc1OC,9,2,-8,2,-10,13,-15,0,-6,7,2
O=C(Nc1ccc(O)cc1C(=O)O)c1cccs1,-12,4,1,9,3,-1,11,-7,-11,-6,2
CN1CCCN(S(=O)(=O)c2ccccc2)CC1,4,11,3,11,7,-13,-10,-3,-14,-6,-3
Cc1ccccc1Cc1c(C)nc2c(C(=O)NCc3ccc4c(c3)OCO4)cnn2c1C,10,2,3,8,-11,1,-12,-16,14,5,-3
COc1ccccc1N(C(=O)c1snc(C(N)=O)c1N)C(C(=O)NC1CCCCC1)c1cccc(OC)c1OC (stereo unspecified),-1,8,-14,33,4,-3,-12,5,18,-12,-5
c1ccc2cc(OCCN3CCCC3)ccc2c1,20,4,-21,-5,1,-3,-11,-12,-3,6,-11
CCOc1ccc(Cn2c3ccc(OC)cc3c3nc4ccccc4nc32)cc1,10,-19,4,-91,7,1,-15,-9,-5,-7,2
CC(C)C[C@H](NC(=O)N1CC(=O)Nc2ccccc21)C(=O)N[C@@H](Cc1ccccc1)C(=O)O,3,-4,2,-6,-19,-8,6,-2,-22,7,8
CCCC(=O)Nc1nnc(CCN2CCCCC2)s1,-6,-5,-4,-18,-5,-3,-19,0,-19,-12,-7
CC(=O)c1cc(CN2CCN(CCC(C)C)C(CCO)C2)cs1 (stereo unspecified),-2,-16,-11,-2,-1,-7,-4,6,1,4,-6
COc1ccc(NC(=O)CSc2nc(N)c3cc4c(nc3n2)CC(C)(C)OC4)cc1,-35,-8,31,-19,13,4,-22,-7,-16,-19,4
CCc1nnc(NC(=O)CSCc2cc(=O)n3nc(C)sc3n2)s1,-13,-9,4,-8,8,6,4,-7,-16,14,3
COc1ccccc1NC(=O)N(CCN1CCOCC1)Cc1cc2cc(C)cc(C)c2[nH]c1=O,-14,7,3,3,21,16,-8,25,3,8,7
O=C(CCSCc1ccc(Cl)cc1)NCc1ccco1,7,2,11,-4,13,-3,-1,-13,-15,0,-67
CNc1ccccc1-c1nc2ccccc2n(C)c1=O,4,-3,-11,-16,14,-3,-10,12,-3,1,-5
CSCc1cc(N2CCOCC2)nc(-c2ccccc2)n1,2,0,1,2,-3,4,-3,-5,0,-22,-3
O=C(CSc1ncn(-c2ccccc2)n1)c1cccs1,-57,-22,-5,-10,-38,1,-100,-103,-18,-48,-3
O=C1c2ccccc2C(=O)N1CC1c2ccccc2CCN1C(=O)CN1CCOCC1 (stereo unspecified),7,-4,-5,15,7,5,8,3,19,12,2
C=CCSc1nnc(-c2nnc(SCC=C)n2-c2ccccc2)n1-c1ccccc1,14,1,11,-41,15,-7,4,14,11,2,-4
COc1ccc(NC(=O)N(C)[C@H]2C[C@H]3c4[nH]c5ccccc5c4CCN3C[C@H]2[C@H](C)O)cc1,-20,5,-5,-2,8,2,-16,-19,4,-15,-19
Cc1cccc2nc(CSc3nnc(N)s3)cn12,2,-4,2,-31,-12,-5,-21,-12,-19,-21,-4
CCOC(=O)C1=C(C)Nc2sc(C(=O)c3ccc(C)cc3)c(N)c2C1c1ccc(C(=O)OC)cc1 (stereo unspecified),5,3,2,-39,-2,18,9,8,-6,6,42*
CN(C)CCCn1c(NC(=O)C2CCCCC2)nc2ccccc21,-47,-14,-11,-13,-4,-9,10,-14,-22,10,5
Nc1ccc(N)c(C(=O)O)c1,13,-8,-16,-5,nt,0,-19,-3,nt,7,-5

# Bioassay records (PubChem BioAssay)
